CD40 NFkB inh – CD40 pathway inhibition in BL2 cells; BL2 NF-kB luciferase reporter, CD40L-induced, 4 h; inhibition, % at 10 µM; AID 1053188; 0.94% of 83,000 active;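 active = mean inhibition of at least 50% with a set share of replicates also reaching that level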;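 note: 0% = neutral control wells and 100% = IKK inhibitor VII at 50 µM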
Starred values were filed as active, the others as inactive; & = joins results of further samples; [ ] = remark or other dose. This is a subset, so the mix of outcomes need not match the whole.

SMILES | CD40 NFkB inh
Cc1nnc(SCC(=O)N(C2CCCCC2)C2CCS(=O)(=O)C2)n1N (configuration not stated) | 6
CCCCN(Cc1nc2ccccc2c(=O)[nH]1)C(=O)c1nn(C)c(=O)c2ccccc12 | 0
CC/C(=N\NS(C)(=O)=O)c1ccccc1 | 21
c1ccc(Cc2nn3c(Cn4nnc5ccccc54)nnc3s2)cc1 | -29
Cc1cnc(C(=O)OCC(=O)Nc2ccc(OCc3ccccc3)cc2)cn1 | -96
CCCC(=O)Nc1ccc2c(c1)C(=O)N(C)C[C@H](OC)[C@@H](C)CN(C(=O)c1ccccn1)[C@@H](C)CO2 | 1[25 µM]
O=C(NCc1ccccn1)c1cccc(S(=O)(=O)N2CCc3ccccc32)c1 | 8
COc1ccc(CC(N)c2csc(NC(=O)NCc3ccccc3)n2)cc1 (configuration not stated) | -18
COc1ccc(CN(C)C[C@@H]2Oc3ccc(NC(=O)Nc4c(C)noc4C)cc3C(=O)N([C@H](C)CO)C[C@H]2C)cc1 | -2[25 µM]
C[C@@H]1CCCCO[C@@H](CN(C)Cc2ccc3c(c2)OCO3)[C@@H](C)CN([C@H](C)CO)C(=O)c2cc(NS(=O)(=O)c3cn(C)cn3)ccc2O1 | -12[25 µM]
CCN(CC)CCn1c2c(c(SCC(=O)Nc3nc4ccc(C)cc4s3)nc1=O)CCC2 | 3
COc1ccc(-c2oc(NC(=O)CSc3ncn[nH]3)c(C#N)c2-c2ccc(OC)cc2)cc1 | 18
N#C[C@@H]1[C@@H](c2ccccc2C2=CCCCC2)[C@H](CO)N1C(=O)CN1CCOCC1 | -9[25 µM]
CC(CN1CCCC1)C(=O)NN (configuration not stated) | 8
CCc1ccc(-c2nc(CN3CCC(C(=O)NCc4ccco4)CC3)c(C)o2)cc1 | -24
CC(C)C(=O)Nc1ccc2c3c(cccc13)CC2 | -11
CC[n+]1c(/C=C2/C=C(C)CC(C)(C)C2)sc2ccc(OC)cc21 | 80*
CCOc1ccc(OCC(=O)N(CCC2=CCCCC2)c2c(N)n(Cc3ccccc3)c(=O)[nH]c2=O)cc1 | 12
OC1(CC#CCN2CCCCC2)c2ccccc2-c2ccccc21 | 2
Cc1ccc(S(=O)(=O)Nc2ccc3c(c2)C(=O)N([C@@H](C)CO)C[C@H](C)[C@H](CN(C)S(=O)(=O)c2cccs2)OCCCC[C@@H](C)O3)cc1 | -3[25 µM]

Reprinted from the part before: 2 entries, then new ones.
SMILES | CD40 NFkB inh
OC1(CC#CCN2CCCCC2)c2ccccc2-c2ccccc21 | 2
Cc1ccc(S(=O)(=O)Nc2ccc3c(c2)C(=O)N([C@@H](C)CO)C[C@H](C)[C@H](CN(C)S(=O)(=O)c2cccs2)OCCCC[C@@H](C)O3)cc1 | -3[25 µM]
CN1C(=O)c2cc(NC(=O)c3cccc(F)c3)ccc2OC[C@H]2O[C@@H](CC(=O)NCC3CCCCC3)CC[C@H]21 | 29&25[25 µM]
CCCCOC(=O)Nc1nc2ccccc2s1 | -73
CC(Sc1nnc(C2CC2)n1-c1ccccc1)C(=O)N1CCCC1 (configuration not stated) | 13
C=CCOc1ccc(Cl)cc1CNC1CCCC1 | 6
CC(=O)N1[C@H](C(=O)N(C)C)[C@@H](CO)[C@@H]2Cn3c(ccc(-c4ccccc4F)c3=O)[C@@H]21 | 3[25 µM]
COC(=O)CCC(=O)N1CCCC(N2CCN(c3ccc(OC)cc3)CC2)C1 (configuration not stated) | 6
CCOC(=O)N1CCN(C(=O)C2CCN(S(=O)(=O)N(CC)CC)CC2)CC1 | 25
COc1ccccc1S(=O)(=O)Cc1ccc(C(=O)NCc2ccc3c(c2)OCO3)o1 | 3
CC(C)(CNC(=O)COc1ccccc1Cc1ccccc1)N1CCOCC1 | 5
COc1ccc(C2SCC(C(=O)NCc3ccc(F)cc3)N2C(C)=O)cc1 (configuration not stated) | -7
CCCOC1CCCN(C(=O)CCc2nnc(-c3ccc4c(c3)OCO4)o2)C1 (configuration not stated) | -87
O=C(Nc1nc(-c2ccco2)cs1)c1ccccc1 | -39
CC(=O)Nc1ccccc1OCC(=O)c1cc(C)n(Cc2cccs2)c1C | 14
C/C=C/c1ccc(C2[C@H]3CNC[C@@H]2N3Cc2ccc(OC)cc2)cc1 (some centres not stated) | 1[25 µM]
CC1OC2C(OC1C)N(S(C)(=O)=O)CCN2S(C)(=O)=O (configuration not stated) | -9
NC(=O)c1oc2ccc(Cl)cc2c1N | 13
O=C1N[C@@H](c2ccccc2)COCc2cn(nn2)CC[C@H]1Cc1cccc(Cl)c1 | -2[25 µM]
C[C@H]1CN(C)C(=O)Cc2cc(N)ccc2O[C@@H]1CN(C)C(=O)OC(C)(C)C | 4
Cc1ccc(NC(=O)C(c2ccccc2)N2CCN(C(=O)c3ccco3)CC2)cc1 (configuration not stated) | -70
C[C@H](CO)N1C[C@H](C)[C@@H](CN(C)S(=O)(=O)c2ccc(Oc3ccccc3)cc2)OCc2cn(nn2)CCCC1=O | -4
CC(=O)N1[C@@H](CO)[C@H](c2ccccc2)[C@@H]1CN(CC1CCC1)C(=O)CN(C)C | -2[25 µM]
CCOCC(=O)Nc1cc(Cl)ccc1C | 9
CC1CCC(NC(=O)C2c3ccccc3C(=O)N2CCCN2CCOCC2)CC1 (configuration not stated) | 6
O=C(COc1ccccc1)Nc1ccc(S(=O)(=O)N2CCCC2)cc1 | -12
COc1ccc(-c2ccccc2[C@@H]2[C@@H](C#N)N(C(=O)C3CC3)[C@H]2CO)cc1 | -9[25 µM]
CC1CCCCN1N=Nc1nc2c([nH]1)c(=O)n(C)c(=O)n2C (configuration not stated) | 15
COc1ccc(/C=C2\CCc3ccccc3C2=O)c(OC)c1OC | -93
N#C[C@H]1[C@@H](c2ccccc2-c2ccc(F)cc2)[C@@H](CO)N1c1ncc(-c2ccccc2)s1 | 5[25 µM]
COc1ccc(NC(=O)N(C)C[C@H]2OCc3cnnn3CCCC(=O)N([C@H](C)CO)C[C@@H]2C)c(OC)c1 | -4[25 µM]
Cn1c(=NC(=O)C2CCN(S(=O)(=O)c3cccs3)CC2)sc2ccccc21 | -4
NS(=O)(=O)c1ccc(CCNC(=O)CSCc2ccccc2)cc1 | 16
Nc1ccc(C(=O)OCc2nc3cc4ccccc4cc3[nH]2)cc1 | -17
COc1ccc(S(=O)(=O)NCc2ccco2)c2ccccc12 | -23
O=C(NCc1ccccn1)c1cccc(S(=O)(=O)Nc2ccc(F)cc2)c1 | 0
O=C(Cn1cnc2c(nnn2Cc2ccc(F)cc2)c1=O)NC1CCCC1 | 12
Cc1cc(NC(=O)COC(=O)c2cccc(OCc3ccccc3)c2)no1 | -3
O=C(C[C@@H]1C[C@H]2c3cc(NS(=O)(=O)c4ccc(F)cc4)ccc3O[C@H]2[C@@H](CO)O1)NCc1cccnc1 | 10[25 µM]
O=C(C[C@H]1C[C@H]2c3cc(NC(=O)C4CCOCC4)ccc3O[C@H]2[C@H](CO)O1)NCc1cccnc1 | 8[25 µM]
O=C(Nc1ccc2c(c1)OCCO2)C1CC(c2ccc(F)cc2)=NO1 (configuration not stated) | 0
CC(C)NCCOCCSc1ccc(Cl)cc1 | 1
N[C@@H]1CC[C@@H](CCn2cc(C3(O)CCCC3)nn2)O[C@H]1CO | -4[25 µM]
COc1ccc(NC(=O)N(C)C[C@@H]2OCc3ccccc3-c3ccccc3C(=O)N([C@@H](C)CO)C[C@H]2C)cc1 | -17
FC(F)(F)c1cnc(Sc2ncn[nH]2)c(Cl)c1 | 7
C[C@@H]1CCCCO[C@H](CN(C)C(=O)c2ccncc2)[C@@H](C)CN([C@H](C)CO)C(=O)c2cc(NC(=O)CCC(F)(F)F)ccc2O1 | 0[25 µM]
O=c1c2ccccc2ncn1/N=C/c1ccccc1 | 36
O=C(C[C@H]1C[C@H]2c3cc(NS(=O)(=O)c4ccccc4)ccc3O[C@H]2[C@H](CO)O1)NCC(F)(F)F | -23[25 µM]
CCCN1C[C@H](CSC)C[C@@H]2c3cccc4[nH]cc(c34)C[C@H]21 | -57
CNc1nc(C)c(C(=O)OCC(=O)OC)s1 | -21
COc1ccccc1-c1c(C)nn2c(N3CCN(c4ccccc4OC)CC3)cc(C)nc12 | 3
Cc1ccc(CN(C)C(=O)c2ccccc2Sc2ccccc2C#N)cc1 | 20
CC1(C)Cc2cccc(OCC(=O)N3CCN(c4cccc(C(F)(F)F)c4)CC3)c2O1 | -2
Cc1cc(C)n2nc(C(=O)NC(C)(C)C)nc2n1 | 0
COc1ccc(N2C(=O)c3ccccc3NC2c2ccc(NC(C)=O)cc2)c(OC)c1 (configuration not stated) | -1
CCc1nc(N2[C@H](C#N)[C@H](c3ccccc3-c3ccccc3F)[C@@H]2CO)sc1C | 30[25 µM]
Brc1ccsc1-c1csc(-c2ccncc2)n1 | -43
CC(C)COC(=O)NCCCOC(=O)Nc1ccccc1 | -32
COc1ccc(NC(=O)c2cc(C(C)C)on2)cc1OC | -46
CC(C)C[C@H](NC(=O)Nc1cccc(Cl)c1)C(=O)O | -1
COc1ccc(CN(C)C[C@@H]2OCCCC[C@@H](C)Oc3ccc(NC(=O)C4CCCCC4)cc3C(=O)N([C@H](C)CO)C[C@@H]2C)cc1 | 9[25 µM]
CCC(C)(C(=O)NC1CCCCC1)N(Cc1cccs1)C(=O)c1ccccn1 (configuration not stated) | 1
More compounds
SMILES | CD40 NFkB inh
O=C1CN(C(=O)COc2cccc(F)c2)c2ccccc2N1 | 6
Cc1nn(C)c(Cl)c1/C=N/OC(=O)c1ccc(F)cc1 | -6
N#Cc1nc(-c2ccc(OCc3ccccc3)cc2)oc1N1CCOCC1 | 4
CCOC(=O)COc1cc2c(C(=O)OCC)c(C)oc2cc1Br | 3
CCOC(=O)C1=C(CC)Nc2ccccc2N=C1NC(=O)c1cc(S(=O)(=O)N2CCOCC2)ccc1C | 20
O=C1c2ccccc2-c2nc3ncnn3c(-c3ccccc3Cl)c21 | 2
O=C(NCCN1CCOCC1)C1CC(=O)N(c2cccc(C(F)(F)F)c2)C1 (configuration not stated) | 7
O=c1c2ccccc2nc(SCc2ccncc2)n1CC1CCCO1 (configuration not stated) | 9
Cc1cc(C(=O)Nc2ccc3c(c2)C(=O)N(C)[C@H]2CC[C@@H](CC(=O)NCc4ccc(-c5ccccc5)cc4)O[C@H]2CO3)no1 | -24[25 µM]
Cc1ccc(CN2CC(C(=O)NCCCn3nc(C)cc3C)CC2=O)cc1 (configuration not stated) | 3
CC1(C)Cc2ccccc2-c2nnc(-c3ccccn3)n21 | 8
O=C(NCCc1c[nH]c2ccccc12)c1ccc(S(=O)(=O)NCc2ccco2)cc1 | 0
Cc1noc(C)c1S(=O)(=O)N(C)C[C@@H]1OCCCC[C@@H](C)Oc2ccc(N(C)C)cc2C(=O)N([C@@H](C)CO)C[C@@H]1C | -26[25 µM]
COc1ccc2c3c(n(C)c2c1)[C@H](CO)N(Cc1ccccc1Cl)CC31CN(C(=O)CN(C)C)C1 | 3[25 µM]
CN1CC2CCCC3(C1)C(=O)NC1(CCCCC1)N=C23 (configuration not stated) | 9
N#C[C@H]1[C@H](c2ccc(C3=CCCC3)cc2)[C@H](CO)N1C(=O)C1CC1 | 10
O=C(NCCCn1ccnc1)c1ccc2nccnc2c1 | 13
O=C(Nc1cc(F)ccc1F)N1C[C@@H]2[C@H](c3ccccc31)[C@H](CO)N2Cc1cccnc1 | -20[25 µM]
CCC(=O)N(C)C[C@@H]1[C@H](c2ccc(C3=CCCCC3)cc2)[C@H](CO)N1C(=O)CC | 11[25 µM]
COC(=O)c1ccc(CNC(=O)COC(=O)/C=C/c2ccc(O)c(OC)c2)cc1 | 10
O=C(NCCc1ccccc1)C1CCCN(S(=O)(=O)c2cnc[nH]2)C1 (configuration not stated) | 11
C/C=C/c1ccc([C@H]2[C@H](CO)N(C(=O)CC)[C@H]2CNC(=O)CC2CC2)cc1 | 4
CCCCNC(=O)CCNS(=O)(=O)c1ccc(Br)cc1 | 10
COc1ccc2c3c(n(C)c2c1)[C@@H](CO)NCC31CCN(C(=O)Nc2ccc(F)cc2F)CC1 | -6[25 µM]
O=C(Nc1ccc(F)cc1)N1C[C@@H]2[C@H](c3ccccc31)[C@@H](CO)N2C(=O)c1cccnc1 | -3
CC(NC(=O)C1CCN(C(=O)c2ccc(F)cc2)CC1)c1ccc(-n2ccnc2)cc1 (configuration not stated) | 11
O=C(Nc1ccc2c(c1)[C@H]1C[C@@H](CC(=O)N3CCc4ccccc4C3)O[C@@H](CO)[C@H]1O2)c1ccc2c(c1)OCO2 | -6[25 µM]
C#CCN1c2ccccc2Sc2cccnc21 | -2
CCCCNC(=O)C1(C)CCN1C(=O)c1ccncc1 (configuration not stated) | 4
CCS(=O)(=O)N1CCCCN2[C@H](CO)[C@H](c3ccc(C#Cc4ccccn4)cc3)[C@@H]2C1 | -11[25 µM]
CCOc1ccccc1N1CC(C(=O)NNC(=O)c2cc(OC)c(OC)c(OC)c2)CC1=O (configuration not stated) | 6
O=C1CCCN1CCCNc1ccc(S(=O)(=O)N2CCCCC2)cn1 | -8

Three entries from above, with each value named.
CCCCNC(=O)CCNS(=O)(=O)c1ccc(Br)cc1
  CD40 NFkB inh: 10

COc1ccc2c3c(n(C)c2c1)[C@@H](CO)NCC31CCN(C(=O)Nc2ccc(F)cc2F)CC1
  CD40 NFkB inh: -6[25 µM]

O=C(Nc1ccc(F)cc1)N1C[C@@H]2[C@H](c3ccccc31)[C@@H](CO)N2C(=O)c1cccnc1
  CD40 NFkB inh: -3

Part of the list above in another layout.
compound,CD40 NFkB inh
O=c1c2ccccc2ncn1/N=C/c1ccccc1,36
CCOc1ccc(OCC(=O)N(CCC2=CCCCC2)c2c(N)n(Cc3ccccc3)c(=O)[nH]c2=O)cc1,12
CCCOC1CCCN(C(=O)CCc2nnc(-c3ccc4c(c3)OCO4)o2)C1 (configuration not stated),-87
Cn1c(=NC(=O)C2CCN(S(=O)(=O)c3cccs3)CC2)sc2ccccc21,-4
CCS(=O)(=O)N1CCCCN2[C@H](CO)[C@H](c3ccc(C#Cc4ccccn4)cc3)[C@@H]2C1,-11[25 µM]
Cc1cc(C)n2nc(C(=O)NC(C)(C)C)nc2n1,0
C#CCN1c2ccccc2Sc2cccnc21,-2
